From PubChem
RNase H inhibition: RNase H inhibition, HIV 1 Gag Pol polyprotein, FRET biochemical assay, screening (AID 372); inhibition, % at 10 µM; hits with a dose series show IC50 in µM; actives 0.77% (n = 100,000); HIV-1 RT RNase H, FRET RNA/DNA substrate fluorescence; higher % means a stronger effect; in the data active = inhibition above about 50%
Starred values were filed as active, the others as inactive; & = joins results of further samples.

How did COc1ccc(CN2CCN(S(=O)(=O)c3ccc(C)cc3)CC2)cc1 do in these assays?
RNase H inhibition: 7%

What do the screens show for `COc1cc2c(cc1NC(=O)CCCc1ccccc1)oc1ccccc12`?
RNase H inhibition: 12%

Results for Cc1ccnc(NC(=O)/C=C/c2ccc(-c3ccccc3[N+](=O)[O-])o2)c1 ?
RNase H inhibition: 5%

What do the screens show for `O=C(CSc1n[nH]c(-c2ccco2)n1)c1c[nH]c2ccccc12`?
RNase H inhibition: 16%

What do the screens show for `O=[N+]([O-])c1ccc(/C=N/Nc2cc(N3CCCC3)nc(N3CCCC3)n2)cc1`?
RNase H inhibition: 0%

How did CC1=NN(C(=O)c2ccccc2)C(C)(O)C1(C)C (stereo not drawn) do in these assays?
RNase H inhibition: 1%

Results for CC(=O)Oc1ccc(/C=C2\C=C(c3ccc(Cl)cc3)OC2=O)cc1 ?
RNase H inhibition: 9%

Results for NC(=O)COc1ccc(/C=N/NC(=O)CSCc2ccccc2)cc1 ?
RNase H inhibition: 2%

How did Cc1ccccc1OCC(=O)Nc1ccc(-c2ccccc2)cc1 do in these assays?
RNase H inhibition: 13%

How did COc1ccc(NC(=O)C(=O)N/N=C/c2ccc(OC)c(OC)c2)cc1 do in these assays?
RNase H inhibition: 0%

Results for CC(=O)c1ccc(NC(=O)COc2ccc(Br)c(C)c2)cc1 ?
RNase H inhibition: 19%

What do the screens show for `CC(=O)C12CCCCC1CC1C3CC(C)[C@@]4(O)CC(O)CCC4(C)C3CCC12C` (stereo partly drawn)?
RNase H inhibition: 20%

Compounds from the list above with nitrogen in an aromatic ring, in the order listed:
Results for Cc1ccnc(NC(=O)/C=C/c2ccc(-c3ccccc3[N+](=O)[O-])o2)c1 ?
RNase H inhibition: 5%

What do the screens show for `O=C(CSc1n[nH]c(-c2ccco2)n1)c1c[nH]c2ccccc12`?
RNase H inhibition: 16%

What do the screens show for `O=[N+]([O-])c1ccc(/C=N/Nc2cc(N3CCCC3)nc(N3CCCC3)n2)cc1`?
RNase H inhibition: 0%

Remaining list, next part.
Results for COc1ccc(/C=C/C(=O)N2c3ccccc3C(N(C(C)=O)c3ccccc3)CC2C)cc1 (stereo not drawn) ?
RNase H inhibition: 0%

How did CC(C)c1ccc(NC(=O)CCCc2ccccc2)cc1 do in these assays?
RNase H inhibition: 21%

Results for CS(=O)(=O)N(Cc1ccc(C(=O)Nc2ccc3c(c2)OCO3)cc1)c1ccccc1 ?
RNase H inhibition: 6%

How did COC(=O)c1ccccc1NC(=O)c1ccc(CN2CCc3ccccc3C2)cc1 do in these assays?
RNase H inhibition: 6%

What do the screens show for `Cc1c(N2C(=O)/C(=C3/C(=O)N(CC(N)=O)c4ccccc43)SC2=S)c(=O)n(-c2ccccc2)n1C`?
RNase H inhibition: 19%

How did Cc1ccc2oc(-c3ccc(Cl)c(NC(=S)NC(=O)c4cccs4)c3)nc2c1 do in these assays?
RNase H inhibition: 36%

How did Cc1ccc(C2=[N+]([O-])C(C)(C)N(O)C2(C)C)cc1 do in these assays?
RNase H inhibition: 0%

How did COc1ccccc1/C=N/n1c(-c2ccccc2C)nc2ccccc2c1=O do in these assays?
RNase H inhibition: 11%

What do the screens show for `O=C(Nc1ccccc1)c1ccccc1CCc1ccccc1`?
RNase H inhibition: 2%

Results for CC(=O)Nc1ccc(/C(C)=N\NC(=O)CCN2CCCCC2)cc1 ?
RNase H inhibition: 7%

Results for O=C(Oc1ccc2c(-c3ccccc3)cc(=O)oc2c1)c1ccc(Cl)cc1 ?
RNase H inhibition: 6%

Results for COC(=O)c1c(NC(=O)/C=C/c2ccc(C)o2)sc2c1CCCCC2 ?
RNase H inhibition: 28%

Results for Cc1ccc(OCC(=O)NCc2cccnc2)c(C)c1 ?
RNase H inhibition: 18%

How did Cc1ccc(C2(C)N(O)C(C)C(c3ccccc3)=[N+]2[O-])o1 (stereo not drawn) do in these assays?
RNase H inhibition: 10%

Results for O=C(c1ccccc1F)N1CCN(c2cc(N3CCOCC3)c(F)cc2[N+](=O)[O-])CC1 ?
RNase H inhibition: 0%

What do the screens show for `CCC(=O)N1CCN(c2ccc(C(C)=O)cc2F)CC1`?
RNase H inhibition: 0%

Results for CCC(C)OC(=O)C1=C(C)NC2=C(C(=O)CC(c3ccc(Cl)cc3)C2)C1c1cccc(Cl)c1 (stereo not drawn) ?
RNase H inhibition: 9%

Results for CC1CCN(c2nc(/C=C/c3ccccc3)nc3ccccc23)CC1 ?
RNase H inhibition: 12%

How did O=C(O)c1ccc(-c2ccc(F)cc2)o1 do in these assays?
RNase H inhibition: 4%

How did COC(=O)c1ccccc1NC(=O)c1ccc(C)cc1Cl do in these assays?
RNase H inhibition: 19%

What do the screens show for `CC(=O)N1C(=O)c2cccc3cccc1c23`?
RNase H inhibition: 31%

What do the screens show for `CCCOC(=O)C1=C(C)N(C)C(=O)NC1c1cc(OC)ccc1OC` (stereo not drawn)?
RNase H inhibition: 7%

How did O=C(Nc1nc(-c2ccc(Br)cc2)cs1)c1c(O)c2ccccc2[nH]c1=O do in these assays?
RNase H inhibition: 3%

Results for CC1(C)CC(=O)C2=C(C1)Nc1ccccc1N(C(=O)c1ccc(F)cc1)C2c1ccc(Br)cc1 (stereo not drawn) ?
RNase H inhibition: 15%

Results for CCOC(=O)C(=C/C=C1/Sc2ccccc2N1C)C(=O)OCC ?
RNase H inhibition: 8%

What do the screens show for `O=C(Nc1ccc(NC(=O)c2ccc(Cl)cc2Cl)c(Cl)c1)c1ccccc1`?
RNase H inhibition: 3%

What do the screens show for `CC(=O)Nc1cc(N=Cc2ccccc2O)c(Cl)cc1Cl`?
RNase H inhibition: 8%

How did COc1ccc(/C=C(\C(=O)c2ccccc2)c2nc3ccccc3s2)cc1 do in these assays?
RNase H inhibition: 9%

Results for CCOC(=O)C1CCN(Cc2coc3ccccc3c2=O)CC1 ?
RNase H inhibition: 2%

Results for COc1ccccc1/C=N/NC(=O)C(C)O (stereo not drawn) ?
RNase H inhibition: 9%

How did Cc1[nH]n(-c2nc(-c3ccccc3)cs2)c(=O)c1N=Nc1cccc(C(=O)O)c1 do in these assays?
RNase H inhibition: 8%

How did C=CCN(CC=C)C(=O)c1cc(OCC)c(OCC)c(OCC)c1 do in these assays?
RNase H inhibition: 14%

What do the screens show for `Nc1c(C=C2C=CC(=O)C=C2)c(=O)nc2sc(-c3ccccc3)nn12`?
RNase H inhibition: 10%

What do the screens show for `COc1ccc(C(=O)NC(=S)Nc2ccc3oc(-c4cccc(F)c4)nc3c2)cc1OC`?
RNase H inhibition: 7%

How did O=C(CN(c1cccc(C(F)(F)F)c1)S(=O)(=O)c1ccccc1)NCc1cccnc1 do in these assays?
RNase H inhibition: 4%

How did CCOC(=O)Cc1csc(N/N=C\c2ccco2)n1 do in these assays?
RNase H inhibition: 8%

Pulled one by one from the entries so far:
How did COc1ccc(/C=C(\C(=O)c2ccccc2)c2nc3ccccc3s2)cc1 do in these assays?
RNase H inhibition: 9%

How did O=C(CN(c1cccc(C(F)(F)F)c1)S(=O)(=O)c1ccccc1)NCc1cccnc1 do in these assays?
RNase H inhibition: 4%

Continuation.
How did CCC(=O)N1CCN(CCN=CC2=C(O)CC(c3ccc(Cl)cc3)CC2=O)CC1 (stereo not drawn) do in these assays?
RNase H inhibition: 8%

Results for CC(C)c1ccc(/C=C2\SC(=S)N(CC(=O)O)C2=O)cc1 ?
RNase H inhibition: 10%

What do the screens show for `Cc1ccc(C(=O)Nc2cccc(NC(=O)COc3ccc(Br)cc3)c2)cc1`?
RNase H inhibition: 20%

What do the screens show for `CCNC(=S)N(CCc1ccc(S(N)(=O)=O)cc1)C1CC(=O)N(c2ccc(OC)cc2)C1=O` (stereo not drawn)?
RNase H inhibition: 0%

What do the screens show for `Cc1ccsc1/C=N/NC(=O)c1cc(I)ccc1O`?
RNase H inhibition: 11%

How did O=C1CC(N2CCC(O)CC2)C(=O)N1c1ccc(Br)cc1 (stereo not drawn) do in these assays?
RNase H inhibition: 0%

Results for Oc1ccc(Cl)cc1/C=N/c1nc2ccccc2[nH]1 ?
RNase H inhibition: 0%

How did O=C(Cc1ccc(F)cc1)Nc1ccccc1Br do in these assays?
RNase H inhibition: 0%

How did COc1ccc(C2C3=C(CC(C)(C)CC3=O)OC3=C2C(=O)CC(C)(C)C3)cc1C(=O)O do in these assays?
RNase H inhibition: 2%

How did COC(=O)c1ccc(N=Cc2c(O)n(C)c(=O)[nH]c2=O)cc1 do in these assays?
RNase H inhibition: 1%

How did CCCN(CCC)c1ccc(/C=N/NC(=O)CCc2ccccc2)cc1 do in these assays?
RNase H inhibition: 44%

Results for O=C1CC(N2CCN(C(c3ccccc3)c3ccccc3)CC2)C(=O)N1c1ccc(F)cc1 (stereo not drawn) ?
RNase H inhibition: 9%

In the list so far, 8 have four or more nitrogen atoms.
What do the screens show for `O=C(CSc1n[nH]c(-c2ccco2)n1)c1c[nH]c2ccccc12`?
RNase H inhibition: 16%

What do the screens show for `O=[N+]([O-])c1ccc(/C=N/Nc2cc(N3CCCC3)nc(N3CCCC3)n2)cc1`?
RNase H inhibition: 0%

What do the screens show for `Cc1c(N2C(=O)/C(=C3/C(=O)N(CC(N)=O)c4ccccc43)SC2=S)c(=O)n(-c2ccccc2)n1C`?
RNase H inhibition: 19%

Results for CC(=O)Nc1ccc(/C(C)=N\NC(=O)CCN2CCCCC2)cc1 ?
RNase H inhibition: 7%

Results for O=C(c1ccccc1F)N1CCN(c2cc(N3CCOCC3)c(F)cc2[N+](=O)[O-])CC1 ?
RNase H inhibition: 0%

How did Cc1[nH]n(-c2nc(-c3ccccc3)cs2)c(=O)c1N=Nc1cccc(C(=O)O)c1 do in these assays?
RNase H inhibition: 8%

What do the screens show for `Nc1c(C=C2C=CC(=O)C=C2)c(=O)nc2sc(-c3ccccc3)nn12`?
RNase H inhibition: 10%

What do the screens show for `CCNC(=S)N(CCc1ccc(S(N)(=O)=O)cc1)C1CC(=O)N(c2ccc(OC)cc2)C1=O` (stereo not drawn)?
RNase H inhibition: 0%

(next part)
Results for COc1ccc(C2CC(C(F)(F)F)n3nc(C(=O)N4CCN(C)CC4)c(Cl)c3N2)cc1 (stereo not drawn) ?
RNase H inhibition: 10%

How did COc1ccccc1CN1CCN(Cc2ccccn2)CC1 do in these assays?
RNase H inhibition: 6%

What do the screens show for `CCCCc1ccc(/C(C)=N/Nc2nc(C)cc(=O)[nH]2)cc1`?
RNase H inhibition: 5%

How did S=C(NCCC(c1ccccc1)c1ccccc1)Nc1ccc(Cl)cc1 do in these assays?
RNase H inhibition: 18%

What do the screens show for `Cc1ccccc1OCC(=O)N=Nc1c(O)[nH]c(=O)[nH]c1=O`?
RNase H inhibition: 0%

Results for COc1ccccc1/C=N/Nc1nc(-c2ccccc2)cc(-c2ccc(Br)cc2)n1 ?
RNase H inhibition: 17%

Results for Cc1ccc(N(CC(=O)NCc2ccccc2)S(C)(=O)=O)cc1Cl ?
RNase H inhibition: 1%

How did Cc1ccc(N2NC(=O)/C(=C\c3ccco3)C2=O)cc1C do in these assays?
RNase H inhibition: 13%

Results for CCc1ccc2oc(-c3cc(NC(=O)c4ccccc4F)ccc3O)nc2c1 ?
RNase H inhibition: 7%

How did O=C(Nc1ccc2oc(-c3ccccc3Br)nc2c1)c1sc2ccccc2c1Cl do in these assays?
RNase H inhibition: 17%

What do the screens show for `Ic1cccc(-c2nnc3ccc4ccccc4n23)c1`?
RNase H inhibition: 15%

Results for COc1ccc(CC(=O)NCc2ccc3c(c2)OCO3)cc1OC ?
RNase H inhibition: 9%

What do the screens show for `O=CNc1nonc1NNc1ccccc1`?
RNase H inhibition: 37%

How did CC1=C(C(=O)OCCC(C)C)C(c2ccc(F)cc2)NC(=O)N1 (stereo not drawn) do in these assays?
RNase H inhibition: 29%

Results for O=C1NC(=O)/C(=C\c2ccc(-c3ccc(C(=O)O)cc3)o2)S1 ?
RNase H inhibition: 6%

Results for CCOC(=O)C1=C(C)N(CCOC)C(=O)/C1=C\c1ccc(C)cc1 ?
RNase H inhibition: 12%

How did COc1cc(/C=C(\C#N)C(=O)NC2CCCCC2C)cc(Cl)c1O (stereo not drawn) do in these assays?
RNase H inhibition: 8%

What do the screens show for `c1ccc(Nc2cccc3nonc23)cc1`?
RNase H inhibition: 23%

What do the screens show for `Clc1cccc(OCCCN2CCOCC2)c1Cl`?
RNase H inhibition: 2%

What do the screens show for `O=C1C2C(c3ccccc3)OC3(C(=O)c4ccccc4C3=O)C2C(=O)N1c1cccc(C(F)(F)F)c1` (stereo not drawn)?
RNase H inhibition: 10%

Results for O=C1C2=C(Nc3ccccc3SC2c2ccc3c(c2)OCO3)c2ccccc21 (stereo not drawn) ?
RNase H inhibition: 21%

Results for CC(C)c1ccc(-c2cc(C(=O)O)c3ccccc3n2)cc1 ?
RNase H inhibition: 4%

What do the screens show for `COc1ccc(C2CC(c3ccc(C)cc3)=NN2C(C)=O)cc1OC` (stereo not drawn)?
RNase H inhibition: 3%

Results for O=C(Cc1ccc(Br)cc1)Nc1cc(Cl)c(Cl)cc1Cl ?
RNase H inhibition: 11%

How did COc1ccc(CNCc2ccccc2)cc1 do in these assays?
RNase H inhibition: 12%&4%

What do the screens show for `CC1=C(C(=O)OCCOc2ccccc2)C(c2cccc(Cl)c2)C2=C(CC(c3ccccc3)CC2=O)N1` (stereo not drawn)?
RNase H inhibition: 21%

How did CCOc1ccccc1NC(=O)CN(c1cccc(Br)c1)S(=O)(=O)c1ccccc1 do in these assays?
RNase H inhibition: 14%

How did COc1ccccc1Nc1nc(N2CCOCC2)ncc1F do in these assays?
RNase H inhibition: 11%

Results for COc1cccc(NC(=S)NC(=O)c2cccc(Cl)c2)c1 ?
RNase H inhibition: 2%

What do the screens show for `CCOC(=O)c1c(-c2ccc(Br)cc2)csc1NC(=O)c1cccc([N+](=O)[O-])c1`?
RNase H inhibition: 4%

What do the screens show for `CCOc1ccccc1NS(=O)(=O)c1ccc(OC)cc1`?
RNase H inhibition: 2%

Results for CC(=O)NC(=S)Nc1ccc(C(C)=O)cc1 ?
RNase H inhibition: 13%

How did O=C(Nc1ccc(Cl)cc1Cl)c1cccc(C(=O)Nc2ccc(Cl)cc2Cl)c1 do in these assays?
RNase H inhibition: 35%

What do the screens show for `CCCOc1c(Br)cc(/C=C2\N=C(c3ccccc3F)OC2=O)cc1OC`?
RNase H inhibition: 17%

Results for CC(C)(C)c1ccc(C(=O)N/C(=C\c2cccs2)C(=O)NCc2ccco2)cc1 ?
RNase H inhibition: 13%

How did O=C(N/N=C/c1cccs1)C12CC3CC(CC(C3)C1)C2 do in these assays?
RNase H inhibition: 15%

This is a subset, so the mix of outcomes need not match the whole.
